# CHO parental Ca – signal in parental CHO cells, OX1R antagonist counter-screen; parental CHO-K1, ATP-induced calcium, Fluo-8 fluorescence; 330,000 compounds, 0.63% hits; inhibition, % at 5.6 µM; AID 463079;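 active means inhibition above that plate's mean sample inhibition plus 3 SD, cut at about 26% in these data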;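 further: 0% = ATP-challenged DMSO wells and 100% = DMSO wells without ATP; some compounds past the cut are filed as inactive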
#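 test system = CHO parental line | reagent = ATP stimulus | measured by = intracellular calcium via Fluo-8 no-wash fluorescent dye | control set = ATP and no-ATP DMSO wells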
# M1 ag – agonists of human M1 muscarinic receptor | P11229 | CHO-K1 hM1, Fluo-8 calcium fluorescence, agonist mode; 0% DMSO, 100% acetylcholine EC100 | activation, % at 3 µM | 360,000 compounds, 0.33% hits | AID 588814;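 active means activation above the run's mean compound activation plus 3 SD, cut at about 16% in these data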;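 further: peak over basal fluorescence ratio within a 140 s kinetic read after compound addition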
# M1 ag parental – nonselective activator or artifact in parental CHO-K1 cells; Fluo-8 calcium fluorescence; scaled to maximal ATP response, vehicle zero; activation, % at 3 µM; 360,000 compounds, 0.48% hits; in the data active means activation above about 15%;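 further: untransfected CHO-K1 host cells lacking M1 receptor as counterscreen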
# OXTR potentiator – potentiators of human oxytocin receptor. AID 2445. 320,000 compounds, 0.061% hits. activation, % at 3 µM. CHO-OTR cells, Fluo-8 calcium fluorescence, potentiator mode; 0% = oxytocin EC15, 100% = EC100. P30559;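 active means activation above that plate's cutoff, the mean activation of tested compounds plus 3 SD, cut at about 6.6% in these data, passing the limit was not always enough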;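 further: 100% uses oxytocin at 75 nM as the full agonist control; some results filed as inactive read as strong as hits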
# Target sequence (P30559 whole entry, looked up): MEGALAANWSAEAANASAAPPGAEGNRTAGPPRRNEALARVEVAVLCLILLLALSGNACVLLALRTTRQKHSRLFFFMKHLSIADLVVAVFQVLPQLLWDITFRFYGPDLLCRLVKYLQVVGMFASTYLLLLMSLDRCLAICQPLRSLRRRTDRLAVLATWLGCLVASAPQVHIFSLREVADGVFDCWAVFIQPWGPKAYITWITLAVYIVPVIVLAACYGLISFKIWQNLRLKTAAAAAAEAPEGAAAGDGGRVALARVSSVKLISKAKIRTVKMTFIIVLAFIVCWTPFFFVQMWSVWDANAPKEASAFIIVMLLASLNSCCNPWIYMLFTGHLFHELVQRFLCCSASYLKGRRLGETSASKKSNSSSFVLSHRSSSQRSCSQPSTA
#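 Material: CHO-OTR cells, human receptor; compound dosing: single dose, 3.0 µM nominal final compound concentration; schedule: 6 min compound pre-incubation at room temperature, 100 s kinetic read; measured by: kinetic Fluo-8 calcium fluorescence; read-out basis: % activation vs EC15 and EC100 oxytocin; controls: EC15 oxytocin alone as 0%, 75 nM oxytocin as 100%; replicates: singlicate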
# M1 PAM parental – nonselective activator or artifact in parental CHO-K1 calcium assay; ATP EC20, Fluo-8 calcium fluorescence; 0% at ATP EC20, 100% at ATP max; activation, % at 3 µM; 360,000 compounds, 0.02% hits;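 active means activation above the run cutoff, the mean activation of all test compounds plus 3 SD, cut at about 40% in these data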;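 further: peak over basal fluorescence ratio in a 140 s read after ATP addition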
# V1aR counter – counter-screen for oxytocin receptor agonists: human V1a receptor agonists. CHO-V1R cells, Fluo-8 calcium fluorescence, agonist mode; 0% DMSO, 100% 3 nM vasopressin. AID 2797. 320,000 compounds, 0.25% hits. P37288. activation, % at 3 µM;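 active means activation above the mean activation of all tested compounds plus 3 SD, per screening run, cut at about 20% in these data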;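 further: signal is peak over basal fluorescence ratio across a 100 second FLIPR read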
# CHO-K1 Ca antag – counter-screen for M1 antagonists: effect in parental CHO-K1 cells; ATP-induced calcium, Fluo-8 fluorescence; inhibition, % at 3 µM; 360,000 compounds, 0.6% hits;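 active means inhibition above a per-plate cutoff, the plate's mean sample inhibition plus 3 SD, cut at about 24% in these data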;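 further: 0% = DMSO plus EC80 ATP and 100% = DMSO alone without ATP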
# TAAR1 agonist – human TAAR1 agonism; CHO RD-HGA16 TAAR1, Fluo-8 calcium fluorescence; vehicle wells 0%, saturating PEA agonist 100%; Q96RJ0; AID 624467; activation, % at 3 µM; 360,000 compounds, 0.99% hits;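 active means activation above the mean activation of all test compounds in the run plus 3 SD, cut at about 38% in these data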
# Target sequence (Q96RJ0 whole entry, looked up): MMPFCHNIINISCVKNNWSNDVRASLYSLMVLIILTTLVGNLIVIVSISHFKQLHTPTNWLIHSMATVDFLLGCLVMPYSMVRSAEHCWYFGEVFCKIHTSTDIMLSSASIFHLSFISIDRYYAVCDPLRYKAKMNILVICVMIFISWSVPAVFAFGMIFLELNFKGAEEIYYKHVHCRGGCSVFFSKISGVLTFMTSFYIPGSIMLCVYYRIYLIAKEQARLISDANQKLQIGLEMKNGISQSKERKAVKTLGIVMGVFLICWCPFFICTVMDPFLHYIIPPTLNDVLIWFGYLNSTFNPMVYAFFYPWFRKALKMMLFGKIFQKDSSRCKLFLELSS
#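 Test system: RD-HGA16 (CHO) cells co-expressing Gα16 and hTAAR1 / Benchmarks: DMSO vehicle as 0%, PEA at EC100 as 100% / Repeats: no replicates (n 1) / Measure: % activation from peak over basal fluorescence ratio, DMSO-to-PEA scaled / Timing: 17-24 h plating, Fluo-8 75 min 37 °C, 30 min RT / Technique: kinetic Fluo-8 calcium fluorescence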
# TAAR1 antagonist – antagonists of human TAAR1; Q96RJ0; CHO RD-HGA16 TAAR1, Fluo-8 calcium fluorescence, antagonist; AID 624466; inhibition, % at 3 µM; 360,000 compounds, 1.5% hits;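 active means inhibition above a per-plate cutoff, the mean inhibition of test compounds on that plate plus 3 SD, cut at about 49% in these data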;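 further: 0% = DMSO plus EC80 beta-PEA response and 100% = DMSO alone without agonist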
#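 Test system – hTAAR1-expressing CHO RD-HGA16 cells, Gα16-coupled · Also added – β-PEA at EC80 concentration, post-compound challenge · Compound – 3 µM, single point · Incubation – dye loading 75 min at 37 °C, then 30 min room temperature · Measured by – Fluo-8 intracellular calcium dye fluorescence, real-time kinetic reads · Benchmarks – vehicle and agonist controls · Replicates – singlicate, one well per test compound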
# * hit, by the source's call; nt = no result given.
SMILES,CHO parental Ca,M1 ag,M1 ag parental,OXTR potentiator,M1 PAM parental,V1aR counter,CHO-K1 Ca antag,TAAR1 agonist,TAAR1 antagonist
CC(OC(=O)C1CCCC1)C(=O)Nc1ccc(C(N)=O)cc1 (configuration not stated),-3,1,0.4,-6,-14,0.6,-2,2,-14
COc1cc(OC)nc(S(C)(=O)=O)n1,-6,-5,0.2,3,23,0.3,-8,0,-6
Cc1cccc(N2CCN(S(=O)(=O)c3c(C)noc3/C=C/N(C)C)CC2)c1C,-22,7,8.4,-11,14,0.3,3,1,-9
Cn1c(CC(=O)NNC(=O)c2ccc(F)cc2F)nc2ccccc21,-5,-3,-0.1,-4,1,-0.3,-3,7,-6
Nc1c(Cl)cc(C2=NCCn3c2c2ccc([N+](=O)[O-])cc2[n+]3[O-])cc1Cl,-7,-2,-0.1,-4,10,0.5,-9,3,12
CC(Oc1ccc(Cl)cc1Cl)C(=O)/C=C/N(C)C (configuration not stated),-12,0,1.6,0,24,0.8,-15,5,5
COc1cc(OC)cc(C(=O)NC(c2ccccc2)c2ccccc2)c1,1,-3,0.8,-3,-7,0.9,-1,2,-10
N#Cc1c(-c2ccc(F)cc2)cc(-c2ccccc2)nc1SCC(=O)NCC(=O)O,-10,-5,-0.1,-4,8,-0.3,-5,-1,-16
CCc1nnc(NC(=O)c2oc3cc(C)c(C)cc3c2C)s1,-12,-3,0.8,-1,22,1.1,-7,8,-15
Cc1ccc(CNC(=O)CCCCn2c(=O)[nH]c3ccsc3c2=O)cc1,-7,3,0.6,-2,-11,0.3,7,5,-21
CC(C)NC(=O)c1cccc2c1-c1ccccc1C2=O,2,-2,1.4,-3,6,0.3,-12,-1,-7
CC(C)CC(=O)c1c[nH]c(C(=O)N2CCN(Cc3ccccc3)CC2)c1,-14,-5,0.4,-7,12,0.9,-5,0,-25
CCN(Cc1cccs1)C(=O)CN1C(=O)NC(c2ccccc2)(c2ccccc2)C1=O,-19,2,2.0,-9,3,3.8,-9,13,15
CCOC(=O)N1CCN(c2c(N3CC=C(c4ccccc4)CC3)c(=O)c2=O)CC1,-4,7,1.5,-7,22,0.5,-12,4,-7
COc1cccc(N2CC(NS(=O)(=O)c3ccc(Cl)cc3)CC2=O)c1 (configuration not stated),-39,3,4.1,-11,10,1.2,-9,6,-14

# Some values from the list:
# Result of `CCN(Cc1cccs1)C(=O)CN1C(=O)NC(c2ccccc2)(c2ccccc2)C1=O` under CHO-K1 Ca antag: -9
# Result of `COc1cccc(N2CC(NS(=O)(=O)c3ccc(Cl)cc3)CC2=O)c1` (configuration not stated) under V1aR counter: 1.2
# Result of `Nc1c(Cl)cc(C2=NCCn3c2c2ccc([N+](=O)[O-])cc2[n+]3[O-])cc1Cl` under TAAR1 antagonist: 12

# Further entries
SMILES,CHO parental Ca,M1 ag,M1 ag parental,OXTR potentiator,M1 PAM parental,V1aR counter,CHO-K1 Ca antag,TAAR1 agonist,TAAR1 antagonist
COC(=O)CSc1[nH]c2cc(C)ccc2c1[N+](=O)[O-],-8,-3,0.1,-6,26,0.0,-9,2,-23
CC(=O)Nc1ccccc1NC(=O)C/C(C)=N/NC(=O)c1ccccn1,-4,-6,0.5,5,17,0.0,-4,3,8
Cc1ccc(C)c(-n2sc3ccc(F)cc3c2=O)c1,45*,3,10,-8,-15,9.3,0,45*,51*
CC(=O)c1sc(NC(=O)CCOc2ccccc2)nc1C,-14,-8,12,3,21,2.1,-3,6,1
N#CCC(CNc1ncc(C(F)(F)F)cc1Cl)OC(=O)c1ccc(Cl)cc1Cl (configuration not stated),-45,-3,2.0,-6,9,1.8,-23,2,-30
CC(C)C(=O)Nc1ccc(C(=O)NNC(=O)c2cccs2)cc1,-8,-3,1.3,-7,21,-0.8,-4,1,0
COc1ccccc1NC(=O)Cc1cccc2ccccc12,-12,-3,12,-20,28,-0.7,-15,0,3
COc1ccc(C2NCCc3c2[nH]c2ccccc32)cc1COc1ccc(F)cc1 (configuration not stated),32*,4,2.3,-19,17,8.1,3,49*,34
O=C(Nc1ccc2c(c1)OCO2)C1CCN(C(=O)c2cccs2)CC1,nt,-1,0.5,nt,21,nt,-16,16,0
CCOC(=O)c1ccc(NC(=O)Nc2c(C)nn(C)c2C)cc1,-5,-6,1.7,-4,24,0.2,-13,7,8
O=S1c2ccccc2Oc2ccccc21,nt,-3,0.6,nt,16,nt,-15,0,5
Cc1ccn2c(CNCC3OCCc4ccccc43)c(C(=O)N3CCCCCC3)nc2c1 (configuration not stated),-20,-9,1.3,-8,16,-0.4,-10,84*,39
COc1ccccc1NC(=O)CCN1CC(C)OC(C)C1 (configuration not stated),-6,0,0.6,-8,19,1.1,-12,-2,21
CCn1nnc(NC(=O)c2ccc(-c3ccc(Cl)cc3)o2)n1,-11,-2,0.2,-14,8,1.9,-14,4,5
Cc1cccc(C(=O)NN2S(=O)(=O)c3ccccc3S2(=O)=O)c1,-9,-3,0.8,-8,13,-0.1,-22,0,-4
Cc1csc(Sc2nc3c(c(=O)[nH]c(=O)n3C)n2CCCc2ccccc2)n1,10,-3,0.8,-11,17,-0.2,-5,3,-3
Cc1ccc(-n2c(SCC(=O)NCC3CCCO3)nc3ccccc3c2=O)cc1 (configuration not stated),-16,-2,0.2,-2,13,-0.6,-11,5,-17
Cc1cc(C)cc(NC(=O)CSc2nnc(-c3ccncc3)o2)c1,-12,-2,-0.6,-6,-22,0.8,3,1,-30
O=C(CN1CCCCC1)Nc1cccc(Oc2ccccc2)c1,-18,-6,0.7,-2,6,-0.5,-8,10,-20
Cc1nc(CS(=O)c2ccccc2)cc(N2CCOCC2)n1 (configuration not stated),-10,-4,-0.1,-2,10,0.9,-4,13,5
CCC1(c2ccccc2)NC(=O)N(CC(=O)NCC2COc3ccccc3O2)C1=O (configuration not stated),nt,0,0.2,nt,2,nt,-1,3,-3
Cc1ccc(Cl)cc1NC(=O)COC(=O)C1CCCCC1,-3,-4,0.3,-6,19,-1.6,-9,0,6
COc1cc(C(Nc2ccc3c(c2)OCO3)C(=O)NC2CCCCC2)cc(OC)c1OC (configuration not stated),-24,-1,0.1,-3,11,-0.3,-11,10,-13
CC1(C)CC(=NOC(=O)c2ccccc2)CC(C)(C)N1,-3,-6,0.9,-2,18,0.0,-7,nt,nt
Nc1nc(Sc2ccc([N+](=O)[O-])cc2[N+](=O)[O-])n[nH]1,-5,-1,0.7,-8,11,6.6,2,3,-20
O=C(Nc1ccc2nccnc2c1)Nc1ccccc1Cl,-15,2,3.5,-7,10,2.7,-16,8,7
Cc1ccc(CN2CC(N3CCN(C4CCN(C)CC4)CC3)CS2(=O)=O)cc1 (configuration not stated),nt,-7,-0.2,nt,9,nt,16,2,-16
CCN1CCN(C(=S)Nc2cc(S(=O)(=O)N(CC)CC)ccc2C)CC1,6,-5,3.0,-6,24,0.4,-17,3,-12
O=C(C1CCCN(S(=O)(=O)c2cccc3nsnc23)C1)N1CCc2ccccc2C1 (configuration not stated),-19,-2,2.4,-17,-3,5.5,7,47*,3
COc1cccc(OC)c1C(=O)NNC(=O)c1ccc(F)cc1,-12,-3,1.0,2,20,-0.1,-13,0,1
Cc1ccc(-c2cc(C(F)(F)F)c(C#N)c(=O)[nH]2)cc1,-8,-4,0.1,-3,16,2.3,-2,1,-37
Cc1ccc(C(=O)NCC2CCCO2)cc1[N+](=O)[O-] (configuration not stated),5,-4,0.7,-1,20,0.1,-1,2,-16
COc1ccc(CCNC(=O)c2cnn3cccnc23)cc1OC,5,1,0.7,-1,-10,0.2,-31,3,-17
COc1ccc(NC(=O)/C=C/c2ccc(S(=O)(=O)N3CCOCC3)cc2)cc1,-5,-1,0.6,-5,2,-0.3,-8,8,8
CCn1ncc(/C=N\NC(=O)Cc2ccc([N+](=O)[O-])cc2)c1C,-9,-4,3.2,-9,11,5.5,-1,3,-11
Cc1ccc(CNC(=O)c2nnc(Cc3ccc(Cl)cc3)o2)cc1,44*,-2,0.1,-8,7,-0.5,-8,7,-42
Cc1cc(NC(=O)c2ccc(C)s2)n(-c2nc3ccccc3[nH]2)n1,-15,-8,0.0,-5,-13,0.6,12,-2,8
CCCCCCn1c(SCCCC)nc2c1c(=O)[nH]c(=O)n2C,-21,-2,0.5,-3,24,-0.2,-15,2,-25
CCOc1ccccc1NC(=O)CSc1nnc(CNC(=O)c2c(F)cccc2Cl)o1,-10,-2,2.6,-8,-10,3.0,-16,1,-9
CCOC(=O)c1sc(NC(=S)NC(=O)c2ccc(OC)cc2)nc1C,-7,-2,1.4,4,17,0.8,-9,0,3
OCc1c(OCc2cccc(F)c2)ccc2ccccc12,-9,-2,10,-8,10,0.1,1,1,26
CC(C)CCNC(=O)C1c2ccccc2Oc2ccccc21,0,-6,-0.3,-11,8,-0.5,-2,3,2
O=C(c1cccnc1)N1N=C(C2CC2)CC1(O)C(F)(F)F (configuration not stated),-1,-2,0.3,-7,-13,0.6,14,3,12
OC12CCCCC1C(c1ccc3c(c1)OCO3)N(Cc1ccccc1F)CC2 (configuration not stated),-38,-3,0.0,6,3,-1.1,-3,8,21
O=C(NCC(=O)N(c1cccnc1)C(C(=O)NC1CCCC1)c1ccco1)c1cccs1 (configuration not stated),-5,-4,0.1,-5,-4,0.0,13,-1,0
O=C1CCCCCN1Cc1nnc(SCc2nc3ccccc3s2)n1-c1ccccn1,-16,-2,0.1,1,5,0.3,-5,3,-22
CCN1CCN(c2nc3c(c(=O)[nH]c(=O)n3C)n2CCSc2nc3ccccc3s2)CC1,-6,30*,0.1,0,17,0.9,-3,1,-20
COc1ccc(S(=O)(=O)N2CCCCC2)cc1C(=O)Nc1cc(C)on1,5,-3,0.9,-20,19,0.1,-15,0,7
Cc1noc(C)c1COC(=O)c1cc2ccccc2cc1O,-12,-1,5.7,-5,26,2.7,-22,4,14
O=C(CN1CCN(c2ccc(F)cc2)CC1)c1cccs1,20,-3,0.3,-5,-9,-1.1,5,3,-8
Cc1ccc(NCC(=O)N/N=C\c2ccc([N+](=O)[O-])o2)cc1,9,-1,-0.2,-2,18,0.1,-26,2,1
Cc1ccc2cc(CCNC(=O)c3cc4ccccc4o3)c(=O)[nH]c2c1C,-20,-1,1.0,-8,-9,5.0,9,10,34

# Bioassay records (PubChem)

# An unsorted share of the library, and some 3.3% of all compounds hit somewhere here.
